# Screens (PubChem)
# Ecoli viability: bacterial growth inhibition, counter-screen for AddAB inhibitors; 330,000 tested, 0.27% active; AID 449728; E. coli V3065 growth, OD600 absorbance, 18 h; inhibition, % at 11.9 µM;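 active = inhibition above the campaign's mean inhibition across all tested compounds plus 3 SD, cut at about 9.9% in these data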;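 also: uninfected addAB+ strain grown without phage in ampicillin broth; 0% = DMSO wells and 100% = ciprofloxacin 0.95 µg/ml wells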
# phage Ecoli inh: E. coli growth loss with phage present; growth absorbance; inhibition, % at 11.9 µM; 360,000 tested, 0.26% active; AID 651602; in the data active = inhibition above about 11%
# SR-BI HDL uptake: blocks mouse SR-BI lipid uptake from DiI-HDL. ldlA[mSR-BI] CHO cells, DiI-HDL uptake fluorescence, 3 h. inhibition, % at 12.5 µM. 320,000 tested, 0.96% active. AID 488896;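 active = mean replicate inhibition of at least 70% and a set share of replicates each scoring 70 or more; inconclusive = meets just one of the two criteria; inactive = fails both criteria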;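 also: 0% = median of neutral control wells and 100% = median of positive control wells; values of inactives mirror those of a sister screen read the other way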
# Target sequence (Q61009 whole entry, looked up): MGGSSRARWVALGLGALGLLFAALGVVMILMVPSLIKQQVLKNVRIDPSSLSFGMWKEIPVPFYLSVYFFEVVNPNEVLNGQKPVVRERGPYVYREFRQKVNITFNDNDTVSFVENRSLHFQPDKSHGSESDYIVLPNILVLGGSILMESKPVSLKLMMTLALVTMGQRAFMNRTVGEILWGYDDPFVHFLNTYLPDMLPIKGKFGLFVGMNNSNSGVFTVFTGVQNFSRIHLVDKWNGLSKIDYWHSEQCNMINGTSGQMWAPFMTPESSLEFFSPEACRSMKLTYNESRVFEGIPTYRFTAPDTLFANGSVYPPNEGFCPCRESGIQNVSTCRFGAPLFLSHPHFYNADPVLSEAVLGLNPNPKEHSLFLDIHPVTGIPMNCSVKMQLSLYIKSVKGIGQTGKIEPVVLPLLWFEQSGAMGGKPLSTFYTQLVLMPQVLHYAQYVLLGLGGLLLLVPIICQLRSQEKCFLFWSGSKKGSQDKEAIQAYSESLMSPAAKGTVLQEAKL
# SR-BI uptake up: SR-BI HDL lipid transfer activation. CHO ldlA[mSR-BI] cells, DiI-HDL uptake fluorescence, 3 h; 100 = double the neutral-control signal. activation, % at 12.5 µM. 320,000 tested, 0.096% active;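 active = mean replicate activation of at least 60% and every replicate at or above 60%; inconclusive = mean or all-replicate condition met, but not both; inactive = mean below 60% and not all replicates reaching 60%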;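 also: 0% = median plate neutral-control signal and 100% = twice that signal; values of inactives mirror those of a sister screen read the other way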
#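 Test system: SR-BI-overexpressing, LDLR-lacking CHO cells. Measured by: DiI fluorescence, bottom read. Medium: Ham's F12 with 0.5% BSA, HEPES 25 mM, pH 7.4. Timing: 3 h uptake period with compound, 37 °C.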
# CAL PDZ FP-1: CAL PDZ (human) peptide binding inhibition; Q9HD26; purified CAL PDZ, TMR-peptide fluorescence polarization, 1 h; inhibition, % at 24.9 µM; 300,000 tested, 0.92% active; AID 602252;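 active = mean inhibition of at least 30% with at least half of replicates also reaching 30%; inconclusive = no clear call, values can overlap the other calls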;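 also: 0% = DMSO neutral control and 100% = excess unlabeled competitor peptide PRC23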
# CAL PDZ FP-2: blocks peptide binding to human CAL PDZ domain | purified CAL PDZ, TMR-peptide fluorescence polarization, 1 h | inhibition, % at 20 µM | AID 504414 | 330,000 tested, 0.02% active;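 active = highest replicate inhibition of at least 40%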;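 also: plate controls were DMSO neutral control wells for no effect and unlabeled competitor peptide control wells for full effect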
#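 System: purified tagged CAL PDZ domain construct (CerCALP). Schedule: 1 h incubation at room temperature before polarization reading. Medium: 25 mM sodium phosphate pH 7.4, 150 mM NaCl, TCEP, IgG, Thesit. Read-out: percent inhibition from loss of millipolarization. Measured by: FP readout, S and P plane fluorescence. Probe or stimulus: fluorescent TMR peptide probe.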
# Tat export inh: inhibitors of E. coli Tat protein transport; E. coli MC4100 TorA-mCherry Tat export, fluorescence; inhibition, % at 10 µM; 340,000 tested, 0.036% active;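 active = mean replicate inhibition at least 50% and at least half of replicates individually reaching 50%; inconclusive = only one of the two criteria met; inactive = neither criterion met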;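 also: exported cargo escapes ClpAP degradation while cytoplasmic cargo is degraded and loses fluorescence; 0% = median of neutral control wells and 100% = median of NaSCN control wells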
# AddAB inh: less growth of phage-infected E. coli with AddAB; E. coli expressing H. pylori AddAB, absorbance growth; inhibition, % at 11.9 µM; 330,000 tested, 0.29% active; in the data active = inhibition above about 12%;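 also: 0% = vehicle wells of infected cells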
# MITF TRPM1 HTS: MITF TRPM1 promoter activation in melanoma cells. 300,000 tested, 0.75% active. AID 588334. activation, % at 12.5 µM. SK-MEL-5 TRPM1-promoter luciferase, 24 h; % of positive control, neutral wells = 0;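 active = mean activation of at least 80% with every replicate also reaching 80%; inconclusive = mean reaches 80% but some replicate falls short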;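 also: 0% = neutral control wells and 100% = parthenolide positive control wells; values of inactives mirror those of a sister screen read the other way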
# Wnt act: Wnt/beta-catenin pathway activation; 300,000 tested, 1.2% active; activation, % at 9.35 µM; Wnt/beta-catenin reporter cell assay, activator, plate reader; in the data active = activation above about 30%, passing the limit was not always enough; inconclusive = no clear call, values can overlap the other calls;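 also: 0% = neutral control wells and 100% = positive control wells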
# An asterisk follows results filed as active; u = inconclusive; x = not tested or not shown.
# Values run as follows: Ecoli viability	phage Ecoli inh	SR-BI HDL uptake	SR-BI uptake up	CAL PDZ FP-1	CAL PDZ FP-2	Tat export inh	AddAB inh	MITF TRPM1 HTS	Wnt act
CCCCNC(=O)C(=O)N/N=C/c1ccc(C(=O)OC)cc1
→ -0.2	0.7	9	-9	x	0.8	5	-1.0	1	0
Cc1cc2ccccc2n1CCNC(=O)C(C)C
→ 0.9	1.6	21	-21	-5	-0.5	-6	-2.1	x	-1
Cc1ccccc1NC(=O)/C(=C\c1cccs1)NC(=O)c1ccco1
→ -1.1	3.4	-8	8	0	-0.4	-6	-1.2	-8	x
Cc1nn(CCCC(=O)NCc2ccccc2)c(=O)c2nccn12
→ -1.8	1.8	1	-1	1	-0.5	2	-0.3	-8	0
CCOC(=O)c1ccc(NC(=O)CCC(=O)OC)cc1
→ -0.2	1.7	-12	12	-3	0.5	8	0.7	-4	x
NC(=NC(=O)c1ccc(Cl)cc1)N1N=CCC1c1ccccc1 (stereo not drawn)
→ 2.4	4.4	23	-23	-4	0.0	-6	3.1	-5	-7
CCSc1cc(C)nc2c(-c3ccc(Cl)cc3)c(C)nn12
→ 0.8	3.6	-6	6	x	-1.8	-9	2.2	0	-3
COc1ccc(-n2c(=S)[nH]c3ccccc3c2=S)cc1
→ 2.5	1.7	-7	7	-3	-2.1	-8	0.2	-9	1
Cc1nn2c(NCCN(C)C)c3c(nc2c1-c1ccccc1)CCC3
→ -4.2	-3.2	8	-8	x	-1.3	-7	-6.3	x	-6
Cc1c(C(=O)NN)nn(-c2ccc(Cl)cc2)c(=O)c1C#N
→ -2.0	0.6	24	-24	-6	-0.4	7	1.1	-44	-13
CC1=C(C#N)c2nc(N)c(C#N)c(C)c2/C1=C\c1ccc(-c2ccccc2C(=O)O)o1
→ x	3.5	8	-8	-3	x	-18	x	-6	-12
Cc1ccc(C(=O)N[C@H](C(=O)Nc2cc(Cl)cc(Cl)c2)C(C)C)cc1
→ -0.4	-0.4	-10	10	-7	-1.2	2	-1.9	-15	2
COCCNC(=O)c1cc(-c2cccc(OC)c2)on1
→ -0.7	2.1	-1	1	x	-3.0	-3	-0.9	u	x
CC(OC(=O)CNC(=O)c1ccc(Cl)c([N+](=O)[O-])c1)C(=O)NCc1ccco1 (stereo not drawn)
→ 1.6	3.0	-7	7	-1	-1.5	1	5.5	7	-3
COc1ccc(S(=O)(=O)NNC(=O)C2CC(c3cccnc3)=NO2)cc1 (stereo not drawn)
→ -0.7	2.5	2	-2	-4	-0.6	-3	1.4	3	0
COCCCNC(=O)Cn1nnc(-c2ccc(NC(=O)c3ccccc3F)cc2)n1
→ 2.4	1.0	13	-13	-5	-1.2	-7	2.2	x	0
O=C(CCCn1c(=S)[nH]c2ccccc2c1=O)NC1CCCCC1
→ 2.4	3.9	-7	7	-2	-2.1	-14	0.5	x	x
CCCCCCCCn1cnc2c(N)c(C)c(C)cc21
→ -0.2	3.4	2	-2	-2	0.1	21	0.4	10	-2
COc1ccc(NCC(=O)N/N=C2\CCc3ccccc32)cc1
→ -0.6	0.8	26	-26	25	-2.5	-2	-1.1	7	-1
Cc1cc(NC(=O)NCC(F)(F)F)no1
→ 4.0	-0.1	-7	7	-3	0.8	-2	-0.1	-7	0
CCOc1ccc(C(=O)N2CCN(CC(=O)N3CCCC3)CC2)cc1OCC
→ 1.4	-2.2	-11	11	0	0.5	2	1.8	3	1
CC1CCN(C(=O)c2ccc3c(c2)NC(=O)/C(=C/c2ccccc2)S3)CC1
→ 0.6	3.3	-6	6	0	-4.0	6	3.0	4	1
CCc1c(C)sc(NC(=O)c2cccs2)c1C(=O)OC(C)C
→ -0.6	2.1	39	-39	-2	-1.5	1	-0.1	-4	x
CC(=O)c1cccc(N(CC(=O)Nc2ccccc2F)S(C)(=O)=O)c1
→ 0.7	5.4	-11	11	-6	0.2	-12	4.1	0	-2
Cc1cccc(NS(=O)(=O)c2cccc(C(=O)NCCCN3CCOCC3)c2)c1
→ -1.6	1.1	-12	12	-4	-1.8	5	0.6	-3	1
O=C(c1scc2c1CCCC2)N1CCCCC1
→ -1.9	0.5	7	-7	0	-1.8	-7	0.3	3	0
CCCOc1c(Cl)cc(/C=N/O)cc1OCC
→ -2.0	2.2	37	-37	-3	0.3	-3	1.7	16	x
CCCn1c(=NC(=O)c2ccco2)c(C(=O)OCC)cc2c(=O)n3ccccc3nc21
→ 0.9	1.7	-15	15	-2	-2.8	-9	1.6	4	x
COC(=O)CSc1nnc(CNC(=O)c2cccs2)n1-c1cccc(C)c1
→ x	3.1	-6	6	-24	-1.5	6	x	6	x
Cc1nc2ccccc2nc1CN1CCN(Cc2ccc(F)c(F)c2)C(CCO)C1 (stereo not drawn)
→ -1.4	1.1	x	x	1	-1.3	-14	0.6	-7	1

# Record cards, from the list above.
# `Cc1cc(NC(=O)NCC(F)(F)F)no1` as listed: Ecoli viability: 4.0; phage Ecoli inh: -0.1; SR-BI HDL uptake: -7; SR-BI uptake up: 7; CAL PDZ FP-1: -3; CAL PDZ FP-2: 0.8; Tat export inh: -2; AddAB inh: -0.1; MITF TRPM1 HTS: -7; Wnt act: 0
# `CCCn1c(=NC(=O)c2ccco2)c(C(=O)OCC)cc2c(=O)n3ccccc3nc21` as listed: Ecoli viability: 0.9; phage Ecoli inh: 1.7; SR-BI HDL uptake: -15; SR-BI uptake up: 15; CAL PDZ FP-1: -2; CAL PDZ FP-2: -2.8; Tat export inh: -9; AddAB inh: 1.6; MITF TRPM1 HTS: 4; Wnt act: x

# Back to the main list, repeating the 3 entries before the break.
# Values run as follows: Ecoli viability	phage Ecoli inh	SR-BI HDL uptake	SR-BI uptake up	CAL PDZ FP-1	CAL PDZ FP-2	Tat export inh	AddAB inh	MITF TRPM1 HTS	Wnt act
CCCn1c(=NC(=O)c2ccco2)c(C(=O)OCC)cc2c(=O)n3ccccc3nc21
→ 0.9	1.7	-15	15	-2	-2.8	-9	1.6	4	x
COC(=O)CSc1nnc(CNC(=O)c2cccs2)n1-c1cccc(C)c1
→ x	3.1	-6	6	-24	-1.5	6	x	6	x
Cc1nc2ccccc2nc1CN1CCN(Cc2ccc(F)c(F)c2)C(CCO)C1 (stereo not drawn)
→ -1.4	1.1	x	x	1	-1.3	-14	0.6	-7	1
Cc1ccsc1CNC1CCCCC1
→ -0.2	4.0	4	-4	0	-0.4	1	3.5	-13	-1
O=C(N/N=C/c1ccc(Cl)cc1)c1nc2ccc([N+](=O)[O-])cc2c(=O)[nH]1
→ 0.2	4.3	-16	16	-1	-2.0	-1	1.8	16	-1
Cc1cccc(NC(=O)Nc2ccc(S(N)(=O)=O)cc2)c1
→ -1.3	4.7	x	x	x	x	x	2.8	x	9
CCNC(=O)C1CC(=O)N(c2ccc(Br)cc2)C1 (stereo not drawn)
→ 1.5	2.8	-30	30	-1	-1.9	-2	1.7	11	x
Cc1ccc(S(=O)(=O)Nc2ccc3c(c2)C(=O)N([C@H](C)CO)C[C@H](C)[C@@H](CN(C)Cc2ccccc2)O3)cc1
→ -0.4	1.6	63	-63	3	-0.1	2	2.9	11	0
Cc1onc(-c2ccccc2)c1-c1csc(N/N=C/c2ccccc2Cl)n1
→ -2.3	-1.5	8	-8	-7	-0.9	-16	-2.6	4	-2
Cc1csc(SCC(=O)Nc2cc(S(=O)(=O)N3CCOCC3)ccc2N2CCOCC2)n1
→ 1.3	1.4	x	x	6	-0.7	4	0.2	5	-2
CC(C)CC(=O)Nc1nnc(CSCc2ccc(F)cc2)s1
→ -2.0	1.7	-33	33	x	-1.2	14	-1.3	x	1
CCCCN1CC(=O)N2[C@H](c3ccc(Cl)cc3)[C@@H]3C(=O)N(CC)C(=O)[C@@H]3[C@]2(Cc2ccccc2)C1=O
→ -1.9	1.8	6	-6	-1	0.0	2	2.1	3	0
COCCCNC(=O)C1CCN(C(=O)c2cc3sccc3n2Cc2ccc(F)cc2)CC1
→ 0.6	0.3	-22	22	-6	-3.0	0	4.5	6	-7
O=C(COC(=O)c1c(F)cccc1F)Nc1ccc(N2CCCCC2)cc1
→ -2.9	0.8	4	-4	-2	0.3	0	0.5	12	-2
O=C(c1ccc(CS(=O)Cc2ccc(Cl)cc2)o1)N1CCN(c2ccccc2)CC1 (stereo not drawn)
→ -4.4	3.0	-4	4	-4	-2.5	1	0.2	-5	-1
CC(NC(=O)C12CC3CC(CC(C3)C1)C2)C(=O)N/N=C/C1=C(N2CCOCC2)C(=C\c2cccc([N+](=O)[O-])c2)/CC1 (stereo not drawn)
→ -0.8	0.4	63	-63	-4	-0.5	-8	2.9	-12	-3
CC(NCc1ccncc1)C12CC3CC(CC(C3)C1)C2 (stereo not drawn)
→ 0.5	3.0	-4	4	-1	-1.5	-8	2.6	-6	-2
Cc1cc(C(=O)Nc2nnc(C3CCCCC3)s2)no1
→ -0.5	0.7	-11	11	-3	x	3	-1.4	7	-1
CCOC(=O)c1ccccc1NC(=O)c1cc(S(=O)(=O)N2CCOCC2)ccc1F
→ -1.0	2.1	20	-20	-2	-0.7	11	3.1	2	0
CC(=O)c1ccc(-n2c(CCC(=O)O)ccc2-c2ccc(Cl)cc2)cc1
→ -1.7	-0.6	3	-3	-5	0.2	2	-1.1	-13	0

# 3 entries picked at random from the list so far, as already listed:
# Values run as follows: Ecoli viability	phage Ecoli inh	SR-BI HDL uptake	SR-BI uptake up	CAL PDZ FP-1	CAL PDZ FP-2	Tat export inh	AddAB inh	MITF TRPM1 HTS	Wnt act
Cc1onc(-c2ccccc2)c1-c1csc(N/N=C/c2ccccc2Cl)n1
→ -2.3	-1.5	8	-8	-7	-0.9	-16	-2.6	4	-2
CC(C)CC(=O)Nc1nnc(CSCc2ccc(F)cc2)s1
→ -2.0	1.7	-33	33	x	-1.2	14	-1.3	x	1
Cc1ccsc1CNC1CCCCC1
→ -0.2	4.0	4	-4	0	-0.4	1	3.5	-13	-1
